Compound activity deposited in PubChem BioAssay by several laboratories.
Rac1 GTP hydrolysis – MgcRacGAP GTPase-activating activity inhibitors, confirmation, biochemical, ADP Hunter fluorescence; MgcRacGAP-stimulated Rac1 GTP hydrolysis, ADP Hunter fluorescence; higher % means a stronger effect; GST-tagged Rac1 F28L mutant substrate; one-dose inhibition, % at 30 µM; IC50 in µM for titrated hits; actives 0.6% (n = 340,000);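 active = first-screen hits whose inhibition reached a set limit at any dose in the follow-up dose series; inconclusive = inhibition above the set first-screen limit but never retested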;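 also: fluorescence reports GDP produced by GAP-driven GTP hydrolysis; strong numbers were not always called active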
Salmonella PhoP GFP – inhibitors of PhoP regulon expression, primary screen, Salmonella Typhimurium, GFP reporter (AID 1863). actives 0.16% (n = 300,000). inhibition, % at 50 µM, or IC50 in µM where a hit was titrated. S. Typhimurium PhoP-regulated promoter GFP reporter, 4 h; higher % means a stronger effect;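 active = inhibition over 29.93%, a cutoff 3 SD above the screen mean, later confirmed by dose response; inconclusive = inhibition over 29.93% but no dose response follow-up; inactive = inhibition at most 29.93% or unconfirmed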;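 also: 0% = low Mg2+ inducing control and 100% = high Mg2+ repressing control; strong numbers were not always called active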
T cell HTS – T cell immune modulators affecting CD8 T cell-vesicle binding; 2C CD8+ T cell-vesicle binding, flow cytometry; hits give low values; calls only at 7 µM; actives 0.068% (n = 330,000);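 active = response, share of CD8 T cells binding vesicles, and their 90th percentile fluorescence all below set limits, cut at about 80% in these data, passing the limit was not always enough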
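Test system: purified 2C TCR transgenic mouse naive CD8+ T cells. Probe or stimulus: QL9-peptide-loaded Drosophila micro-vesicles bearing Ld, ICAM-1 and B7-1. Incubation: binding step 1.5 h, 37 °C, antibody labelling 20 min, ice. Measured by: flow cytometry of vesicle-bound cells.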
Myeloid diff 2 – myeloid differentiation induction; ER-HoxA9 myeloid progenitors, lysozyme-GFP differentiation, flow cytometry; calls only at 10 µM; actives 1% (n = 360,000); AID 624256;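 active = normalized GFP-positive differentiation at or above the plate's own cutoff, the solvent-only control mean plus 3 SD; inconclusive = no clear call, values can overlap the other calls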;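 also: cells exposed to compound for four days before flow analysis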
SV40 large T antigen – SV40 large T antigen inhibitors, biochemical (AID 1903). SV40 large T antigen ATPase/helicase inhibition assay; higher % means a stronger effect. inhibition, % at 20 µM, or IC50 in µM where a hit was titrated. actives 0.39% (n = 310,000); in the data active = a potency from the dose series; inconclusive = inhibition mostly from about 32% at the one dose, without a potency; inactive = the rest, 99 in 100 with inhibition below about 32%; also: strong numbers were not always called active
b-catenin transl – beta-catenin nuclear translocation modulation. AID 1665. actives 0.3% (n = 190,000). nuclear translocation activity, % at 5 µM. HeLa beta-catenin nuclear translocation, immunofluorescence imaging;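 active = nuclear translocation activity above 50% at 5 µM, with a well cell count of 50 or more; inconclusive = wells under 50 cells across six images, flagged as toxic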;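 also: per-cell ratio of nuclear to cytoplasmic median beta-catenin stain intensity; plate controls were DMSO negative control for no effect and GSK-3 inhibitor IX positive control for full effect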
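Signal – beta-catenin immunofluorescence imaging with DAPI · Test system – human HeLa cell line · Dosing – 5 µM primary single dose, 0.1% DMSO, 0.02–20 µM confirmation series · Measure – % activation, nuclear-to-cytoplasmic median beta-catenin signal ratio per cell · Incubation – 24 h compound exposure at 37°C, 5% CO2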
West Nile antiviral – inhibition of WNV-induced cytopathic effect – cell-based, CPE readout (AID 1621) | CPE inhibition, % at 10 µM; hits with a dose series show IC50 in µM | West Nile virus-infected cells, CPE inhibition; higher % means a stronger effect | actives 0.02% (n = 290,000); in the data active = a potency from the dose series; inconclusive = CPE inhibition mostly from about 3.7% at the one dose, without a potency; inactive = the rest, 99 in 100 with CPE inhibition below about 2.2%; also: strong numbers were not always called active
WT yeast gro inh – growth inhibition of WT yeast, mitochondrial fusion screen; actives 2.1% (n = 190,000); inhibition, % at 10 µM; mitochondrial fusion phenotypic screen, WT strain; in the data active = inhibition above about 58%; tested in S. cerevisiae
RSV CPE inhibition – RSV antiviral activity via CPE protection, HEp-2 cells, primary 10 µM value included (AID 2391). HEp-2 cells, RSV-induced CPE inhibition; higher % means a stronger effect. actives 0.13% (n = 310,000). one-dose CPE inhibition, % at 10 µM; IC50 in µM for titrated hits; in the data active = a potency from the dose series; inconclusive = CPE inhibition mostly from about 23% at the one dose, without a potency; inactive = the rest, 99 in 100 with CPE inhibition below about 21%; also: strong numbers were not always called active
WT yeast gro inh mutant strain – also measured in WT yeast gro inh; calls as there; inhibition, %; mitochondrial fusion phenotypic screen, mutant strain inhibition
b-catenin transl cell count 5 µM – also measured in b-catenin transl; calls as there; cell count; measured here: cell count, cytotoxicity flag
T cell HTS vesicle-bound % – also measured in T cell HTS; calls as there; double positive events, %; measured here: CD8+ vesicle-bound cell fraction;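 binding gate set so that unloaded-vesicle control wells show 10% double positive cells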
Myeloid diff 2 GFP+ MAC1+ % – also measured in Myeloid diff 2; calls as there; GFP+ MAC1+ double positive, %; measured here: differentiation confirmed by MAC1 staining
* marks the source's active call; other numbers are inactive results; i = inactive; ? = inconclusive; · = not tested or not shown; + = active, no number.

Sequence of screens: Salmonella PhoP GFP	Myeloid diff 2	RSV CPE inhibition	WT yeast gro inh	b-catenin transl	T cell HTS vesicle-bound %	Rac1 GTP hydrolysis	SV40 large T antigen	WT yeast gro inh mutant strain	Myeloid diff 2 GFP+ MAC1+ %	b-catenin transl cell count 5 µM	T cell HTS	West Nile antiviral
COc1ccc(/C=N/N=C2/NC(=O)CC(C(=O)O)S2)cc1 (stereo unspecified)
 : -6%	i	3.2%	-10	-0.9	12	3%	9%	3	0.2	945	i	0.5%
Cc1ccc(CSc2nncn2-c2ccccn2)cc1
 : 4%	i	1.6%	-6	·	13	8%	5%	2	0.9	·	i	0.0%
CC(=O)NC1=C(N(C)C2CCS(=O)(=O)C2)C(=O)c2ccccc2C1=O (stereo unspecified)
 : -2%	i	1.9%	12	-0.2	45	9%	18%	18	0.2	989	i	0.3%
O=C(O)c1ccc(/C=N/NC(=S)NC2CCCCC2)cc1
 : -3%	i	-1.6%	-6	-0.2	39	14%	11%	3	0.3	1103	i	1.1%
CN(C)c1nc(N(C)C)nc(N(C#N)CCOc2ccccc2)n1
 : 2%	i	6.7%	16	0.3	52	9%	7%	12	0.2	1146	i	-0.5%
CSCCC1NC2(C(=O)Nc3ccc(Cl)cc32)[C@@H]2C(=O)N(C3CCCC3)C(=O)[C@H]12 (stereo partly specified)
 : 5%	·	0.2%	-7	-8.4	32	·	6%	-5	·	1002	i	-0.7%
CCN1C(=O)N(CN2CCOCC2)C2C1N(CN1CCOCC1)C(=O)N2CC (stereo unspecified)
 : ·	i	2.0%	·	-1.0	42	2%	·	·	0.6	997	i	0.2%
CC(=O)n1cc(N(C(=O)CCl)c2ccc(C)cc2)c2ccccc21
 : -7%	i	-2.3%	·	0.0	10	7%	12%	·	0.0	1281	i	-0.9%
NCCCC[C@H](NC(=O)C1CCNCC1)c1nnc(CN)o1
 : -8%	·	1.2%	-1	-1.2	·	·	8%	7	·	1231	·	-0.1%
CCOc1ccc(CCNC(=O)c2nnn(CC(=O)Nc3ccccc3C)c2N)cc1OCC
 : -5%	i	3.1%	·	·	12	9%	2%	·	2.8	·	i	0.2%
O=C(NCc1ccc2c(c1)OCO2)c1cccc([N+](=O)[O-])c1
 : 9%	i	0.3%	13	-1.6	36	7%	0%	-15	0.7	1064	i	-0.2%
COc1ccc(C(=O)Nc2ccc(N3CCCC3)cc2)cc1
 : 2%	+	1.7%	2	·	13	21%	25%	0	1.3*	·	i	0.1%
O=C(CCNC(=O)c1ccccc1)Nc1nc2ccccc2s1
 : ·	i	-0.4%	·	·	21	10%	·	·	1.1	·	i	·
CCN(CC)S(=O)(=O)c1ccc(Cl)c(C(=O)Nc2nncs2)c1
 : -12%	i	0.6%	11	-0.7	12	3%	7%	9	0.6	1040	i	0.2%
N#CCCN1CCN(C2=NC(=O)/C(=C\c3cccs3)S2)CC1
 : -7%	i	1.3%	-4	-1.0	23	9%	22%	31	0.2	1048	i	-0.8%
O=C(Nc1ccc(Br)cc1)c1cc(-c2ccc3c(c2)OCO3)on1
 : 6%	i	0.1%	·	·	48	2%	-6%	·	0.7	·	i	-0.5%
O=C(CNCC1CCCO1)Nc1ccc([N+](=O)[O-])cc1C(=O)Nc1ccccc1F (stereo unspecified)
 : -6%	i	-1.2%	11	-1.5	31	5%	11%	12	0.2	1036	i	-0.3%
Cc1cc(C)n(-c2ccc(NC(=O)C3CCCCN3C(=O)c3cccs3)cc2)n1 (stereo unspecified)
 : 0%	i	1.1%	·	·	69	7%	-1%	·	0.6	·	i	-0.9%
CCOc1ccc(CCNC(=O)C2CC(=O)N(C3CCCC3)C2)cc1OCC (stereo unspecified)
 : -1%	i	1.6%	14	·	32	13%	5%	-4	0.1	·	i	-0.4%
COc1cc(CCC(=O)OCc2ccccc2C#N)cc(OC)c1OC
 : 2%	i	0.7%	·	·	36	8%	8%	·	1.0	·	i	-0.2%
CCS(=O)(=O)N1CCN(C(=O)C(c2ccccc2)c2ccccc2)CC1
 : 17%	i	3.1%	14	·	14	3%	11%	-7	4.9	·	i	0.1%
COc1ccccc1-c1nc(SCC(=O)Nc2ccccc2F)n[nH]1
 : 7%	i	0.6%	·	·	5	4%	13%	·	0.8	·	i	-0.3%
COc1ccc(NC2CCCN(C(=O)CN3C(=O)c4ccccc4C3=O)C2)cc1OC (stereo unspecified)
 : 1%	i	4.2%	·	·	35	16%	?	·	6.1	·	i	-0.4%
O=C(Cn1c(=O)n2ncnc2c2c3c(sc21)CCCC3)c1ccccc1
 : 11%	i	4.4%	-8	·	34	10%	0%	-3	5.9	·	i	-0.2%
O=C(NCc1ccc2c(c1)OCO2)c1cc(-c2ccncc2)nc2ccccc12
 : -2%	i	0.0%	·	-0.1	39	6%	15%	·	0.6	1368	i	0.1%
CC(C)NC(=O)C(=O)NCc1ccccn1
 : -2%	i	0.1%	·	0.2	33	10%	15%	·	0.4	1253	i	0.0%
COc1ccc(CN2CCCC(CNC(=O)c3ccc(F)cc3)C2)c(C)c1C (stereo unspecified)
 : 2%	i	0.6%	-4	-0.9	62	12%	15%	-3	0.2	1506	i	0.9%
COc1ccc(CCNC(=O)C2CC(c3ccc([N+](=O)[O-])cc3)=NO2)cc1 (stereo unspecified)
 : -3%	i	0.4%	16	-4.0	20	9%	11%	1	1.2	994	i	0.1%
COc1cc(CNS(=O)(=O)c2ccc3c(c2)CC(C)N3C(C)=O)cc(OC)c1OC (stereo unspecified)
 : -1%	i	9.9%	·	·	4	3%	-7%	·	0.0	·	i	0.4%
COc1ccc(N(CC(=O)NCCc2ccccc2)C(=O)CCC(=O)Nc2nccs2)c(OC)c1
 : -4%	i	?	·	·	19	9%	9%	·	0.4	·	i	-0.6%
CCn1cc(C(=O)NCCCN2CC(C)CC(C)C2)c(=O)c2cc(S(=O)(=O)N(C)C3CCCCC3)ccc21 (stereo unspecified)
 : -3%	?	-1.8%	·	·	15	3%	8%	·	·	·	i	-0.2%
Cc1ccc(C(O)(c2ccccc2)c2ccccc2C(C)N(C)C)c(C)c1 (stereo unspecified)
 : -3%	i	4.1%	60	0.0	35	1%	3%	66	4.3	1377	i	2.8%
COC(=O)C(Cc1ccc(O)cc1)NC(=O)NC12CC3CC(CC(C3)C1)C2 (stereo unspecified)
 : 4%	i	0.9%	·	·	60	-10%	18%	·	0.8	·	i	-0.5%
CC(NC(=O)c1cccnc1Sc1ccccc1)c1ccc(S(N)(=O)=O)cc1 (stereo unspecified)
 : -3%	i	0.5%	·	·	69	8%	21%	·	0.8	·	i	0.0%
O=C(/C=C/c1cccs1)N1CCN(Cc2ccc3c(c2)OCO3)CC1
 : 32%	i	2.6%	3	-0.6	38	3%	-16%	-7	0.6	924	i	-1.0%
O=S(=O)(c1ccc(Cl)cc1)N1CCN=C1SCc1ccc(Cl)c(Cl)c1
 : 1%	i	2.5%	15	0.9	43	3%	1%	-2	0.4	920	i	-0.8%
COC(=O)/C(C#N)=C/c1c(N2CCN(c3ccccc3)CC2)nc2ccccn2c1=O
 : -3%	i	1.7%	·	·	58	8%	11%	·	0.4	·	i	-0.4%
O=C(COC(=O)c1ccc2ccccc2c1)Nc1ncc(C(F)(F)F)cc1Cl
 : -5%	i	1.8%	9	-3.2	44	6%	9%	10	1.1	1097	i	-0.2%
O=C(CCCN1CCOCC1)c1ccc2c(c1)OCCO2
 : 14%	i	-1.4%	10	3.0	23	8%	5%	26	5.1	764	i	0.3%
Cc1c(CCC(C)C)c(=O)n2c([nH]c3ccccc32)c1C#N
 : -3%	i	4.4%	84	-2.1	35	11%	73%	84	0.4	1149	i	-0.4%
COc1ccc2oc(C)c(C(=O)Cn3ccnc3)c2c1
 : 15%	i	0.8%	8	·	30	7%	4%	10	0.3	·	i	0.1%
CCOC(=O)Cn1cnc2sc(C(=O)OC)c(C)c2c1=O
 : -1%	i	2.4%	-8	-0.3	65	10%	-1%	-11	0.2	1000	i	0.0%
O=S(=O)(c1cccc(-c2nnc3n2CCCCC3)c1)N1CCCC1
 : -7%	i	2.4%	7	-4.5	24	4%	0%	-9	0.5	1093	i	-0.7%
Cc1ccc2[nH]c3c(=O)n(CC(=O)NCCc4ccc(Cl)cc4)ncc3c2c1
 : -4%	i	1.1%	·	·	13	-12%	-1%	·	0.5	·	i	-0.2%
CC(=O)N1CC=C2C(C#N)=C(N)C(C#N)(C#N)[C@H](c3ccoc3)[C@H]2C1
 : -11%	i	0.4%	10	2.5	32	-1%	7%	7	2.3	1094	i	-0.1%
